High-throughput results: PubChem BioAssay, National Center for Advancing Translational Sciences (NCATS)
POLK inh – qHTS for Inhibitors of Polymerase Kappa. DNA polymerase kappa (Homo sapiens), Q9UBT6. purified Pol kappa, fluorescent DNA synthesis assay, 10 min. Potency, µM (highest dose often 107 µM), for inactives: at the highest dose activity, negative = inhibition, hits mostly inhibitors. 0.53% of 400,000 active; further: potency means the concentration at half of the fitted maximal effect; on the % scale 0 is the no-effect control and ±100 the full control effect
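Kinetic fluorescence screen: compound preincubated 15 min RT with 10 nM enzyme; 50 nM substrate (final) initiates; reads at 0/10 min.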
APEX1 inh – qHTS Assay for Inhibitors of the Human Apurinic/apyrimidinic Endonuclease 1 (APE1); recombinant APE1, TAMRA/BHQ-2 abasic DNA cleavage fluorescence; Potency, µM (highest dose often 65.8 µM), for inactives: at the highest dose activity change, negative = inhibition, usual class: inhibitors; AID 2517, 2012; 0.35% of 350,000 active;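 further: potency means the concentration at half of the fitted maximal effect; plate controls were vehicle for no effect and reference inhibitor for full effect; nearly all actives have a fitted effect of over 55% in size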
Target sequence (P27695 whole entry, looked up): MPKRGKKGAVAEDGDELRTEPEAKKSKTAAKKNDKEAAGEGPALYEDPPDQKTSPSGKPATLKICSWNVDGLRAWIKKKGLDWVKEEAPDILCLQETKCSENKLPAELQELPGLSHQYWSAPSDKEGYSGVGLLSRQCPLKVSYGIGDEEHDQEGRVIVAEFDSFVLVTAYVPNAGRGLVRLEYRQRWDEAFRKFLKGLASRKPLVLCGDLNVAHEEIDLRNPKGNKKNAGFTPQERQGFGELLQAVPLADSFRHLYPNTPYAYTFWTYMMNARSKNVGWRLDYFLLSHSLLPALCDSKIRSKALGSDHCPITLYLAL
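Substrate: short duplex with […] THF abasic site, 5'-TAMRA and 3'-BHQ-2, 50 nM final. APE1 at 0.75 nM, preincubated 15 min RT with compound. Fluorescence increase from first to third read measured activity.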
LDHA inh – qHTS assay for inhibitors of human lactate dehydrogenase; purified LDHA, NADH/diaphorase-resazurin fluorescence; active compounds read low; activity change, % (values are at about 110 or 230 µM); 0.15% of 480,000 active; in the data active means activity change below about -30%; inconclusive means mostly about -25% to -30%;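 further: plate controls were DMSO wells for no effect and wells without enzyme for full effect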
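Remaining NADH was detected by diaphorase (0.133 mg/mL) converting 37 µM resazurin to fluorescent resorufin, read at 0 and 20 minutes. The preceding 5-minute room-temperature reaction used 2 nM LDHA, 0.2 mM sodium pyruvate and 0.06 mM NADH at pH 7.4.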
12-LOX inh – Primary qHTS assay for inhibitors of human arachidonate 12S-lipoxygenase (ALOX12): Round 2. Polyunsaturated fatty acid lipoxygenase ALOX12 (Homo sapiens), P18054. purified 12hLO, xylenol orange hydroperoxide absorbance. Potency, µM (top dose mostly 108 µM), without a hit: at the top dose activity change, negative = inhibition, most hits filed as inhibitors. 1.1% of 580,000 active. AID 1671190, 2021; further: potency means the concentration at half of the fitted maximal effect; on the % scale 0 is the no-effect control and ±100 the full control effect
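Purified human 12hLO (150 nM final) in 25 mM Hepes, 0.01% Triton X-100, pH 7.0 was preincubated 15 min at room temperature with compound. Then 40 uM arachidonic acid was added, 30 min. Hydroperoxide was read by Fe-XO absorbance ratio 573/405 nm.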
RGS4 inhibitor – Inhibitors of Regulator of G Protein Signaling (RGS) 4: qHTS. Transcreener GDP fluorescence polarization, RGS4-accelerated GTP hydrolysis. 0.039% of 390,000 active. Potency, µM (top dose mostly 114 µM), without a hit: top-dose activity change, negative = inhibition, hits mostly inhibitors; further: potency means the concentration at half of the fitted maximal effect; on the % scale 0 is the no-effect control and ±100 the full control effect; nearly all actives have a fitted effect of over 75% in size; some results filed as inactive show a strong effect at the top dose
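MLSMR compounds (23 nl, pin-transferred) preincubated 10 min at room temperature with a 500nM (2x) first reagent, then RGS4 at 900nM (2x) plus Transcreener GDP mix added; fluorescence polarization (620/688 nm) read before and after 90 min at 30 °C.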
ERG Ets-DNA blk – qHTS for Small Molecule Inhibitors of the ERG Ets/DNA interaction; Transcriptional regulator ERG (Homo sapiens), P11308; fluorescence polarization, His-ERG Ets domain / labelled DNA; Potency, µM (series often up to 76.9 µM), for the others: at the top dose FP activity, negative = inhibition, actives largely listed as inhibitors; 0.028% of 370,000 active; AID 624246, 2012; active means well fitted inhibition curve with a large enough effect in the polarisation, with a control signal flat; inconclusive means small, poorly fitted or top-dose-only effect, or effect the other way, or a change in a side signal; inactive means no such curve, though single readings can be large or run the other way; the % refers to the polarisation;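 further: polarization taken with two DNA probes labelled with fluorescein and Texas red; potency means the concentration at half of the fitted maximal effect; % of control where 0% means no effect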
Target sequence (P11308 whole entry, looked up, the tested form may be a part): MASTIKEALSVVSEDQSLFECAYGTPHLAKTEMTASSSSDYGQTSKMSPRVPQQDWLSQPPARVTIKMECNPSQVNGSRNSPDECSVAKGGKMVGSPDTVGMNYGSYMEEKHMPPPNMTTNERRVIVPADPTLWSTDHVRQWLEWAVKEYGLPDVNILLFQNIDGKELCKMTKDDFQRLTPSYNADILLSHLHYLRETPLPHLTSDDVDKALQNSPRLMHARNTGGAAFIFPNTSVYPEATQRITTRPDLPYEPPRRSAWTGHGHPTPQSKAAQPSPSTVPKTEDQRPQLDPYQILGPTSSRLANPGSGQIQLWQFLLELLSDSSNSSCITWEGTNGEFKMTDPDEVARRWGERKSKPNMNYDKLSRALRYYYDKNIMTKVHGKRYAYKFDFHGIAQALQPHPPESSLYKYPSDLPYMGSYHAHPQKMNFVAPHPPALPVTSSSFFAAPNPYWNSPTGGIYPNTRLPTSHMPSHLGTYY
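His-tagged ERG Ets domain (1 uM in the protein solution; 300mM KCl, 50mM Tris-HCl, 1mM EDTA, 1mM DTT, pH 7.5) received compound, then a probe mix of 5 nM fluorescein-DNA and 100nM Texas-615-DNA. Fluorescence polarization was read for both dyes.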
POLB inh – qHTS Assay for Inhibitors of DNA Polymerase Beta; P06746; Pol beta primer extension/strand displacement, fluorescence kinetic; Potency, µM (series often up to 114 µM), without a hit: top-dose activity change, negative = inhibition, usual class: inhibitors; 1.3% of 340,000 active; AID 485314, 2010; further: potency means the concentration at half of the fitted maximal effect; on the % scale 0 is the no-effect control and ±100 the full control effect
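Kinetic readout of DNA synthesis with strand displacement by Pol beta. Compound and 10 nM enzyme sit 15 min at room temperature; 50 nM substrate starts the reaction, read immediately and at 10 min.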
Apoferritin bind – qHTS Assay for Identification of Novel General Anesthetics; Potency, µM (top dose mostly 77.5 µM), for inactives: top-dose activity change, negative = displacement, hits mostly inhibitors; AID 485281, 2010; Ferritin light chain (Equus caballus), P02791; apoferritin/1-aminoanthracene competitive binding, fluorescence; 0.074% of 350,000 active; further: potency means the concentration at half of the fitted maximal effect; on the % scale 0 is the no-effect control and ±100 the full control effect; nearly all actives have a fitted effect of over 20% in size
Target sequence (P02791 2-175 limits assumed): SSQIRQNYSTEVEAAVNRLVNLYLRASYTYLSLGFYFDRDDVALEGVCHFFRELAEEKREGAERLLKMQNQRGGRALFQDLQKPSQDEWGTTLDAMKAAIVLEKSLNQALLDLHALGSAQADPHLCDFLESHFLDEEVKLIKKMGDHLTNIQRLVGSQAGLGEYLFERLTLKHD
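Read-out: endpoint 1-AMA fluorescence, excitation 380 nm and emission 535 nm, after compounds sit 10 min at room temperature with 10 uM horse-spleen apoferritin in 50% saturated 1-AMA/PBS. Values come from four-parameter Hill fits.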
POLH inh – qHTS for Inhibitors of Polymerase Eta | DNA polymerase eta (Homo sapiens), Q9Y253 | 1.2% of 390,000 active | recombinant Pol eta, fluorescent DNA replication assay | Potency, µM (titrated, usually from 114 µM), without a hit: at the highest dose activity change, negative = inhibition, usual class: inhibitors; further: potency means the concentration at half of the fitted maximal effect; on the % scale 0 is the no-effect control and ±100 the full control effect
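Fluorescent replication assay: 50 nM final substrate added after a 15 min room-temperature compound preincubation with 10 nM enzyme. Signal taken at 0 min and again at 10 min.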
* = called active by the depositor; ? = inconclusive; nt = no result given; & = joins results of further samples; [ ] = another dose, or the depositor's remark. Unless noted, the call rests on the fitted dose curve; in most records, active means well fitted curve in the direction sought with a large enough effect; inconclusive means small, poorly fitted or top-dose-only effect, or another doubt; inactive means no such curve, though single readings can be large; an effect the other way counts as inactive or inconclusive. Some of the compounds tested; the hit share may differ from the screen's.

POLK inh | APEX1 inh | LDHA inh | 12-LOX inh | RGS4 inhibitor | ERG Ets-DNA blk | POLB inh | Apoferritin bind | POLH inh | SMILES
-10% | 1% | -7 | 3% | -11% | 3% | -15% | -9% | -18% | CCOCCCNC(=O)C1CCCN1C(=O)Nc1ccccc1[N+](=O)[O-] (centres undefined)
-18% | -5% | -4 | 11% | 0% | 2% | 14% | -3% | -9% | Cc1ccc(/C=N/NC(=O)Cn2nnc(N)n2)cc1
-28% | nt | -7 | -14% | 2% | -9% | -26% | 10% | -19% | CCOC(=O)CNC(c1ccccc1)c1cc(Br)ccc1NC(=O)c1ccc(Cl)cc1 (centres undefined)
-6% | 10% | -8 | ? | 28% | 13% | 21% | -7% | -5% | COc1ccc(-c2[nH]ncc2CN2CCN(C(=O)c3cccs3)CC2)c(F)c1
-8% | 9% | -1 | ? | -46% | -14% | ? | -5% | -21% | CCC(=O)Nc1ccc(C2=Nn3c(nnc3C(C)C)SC2)cc1
0% | -22% | -2 | -3% | -8% | -4% | 27% | -7% | -23% | Cc1cc(C)c(/C=N/NC(=O)c2nnn(-c3nonc3N)c2CN2CCC(C)CC2)c(C)c1
1% | -9% | -4 | -3%[57.4 µM] | 9% | nt | 7% | -9% | -1% | CCOC(=O)c1cnc2scnn2c1=O
-2%[60.1 µM] | 0% | -1 | -22% | -6% | nt | 3% | 1% | -5% | CCCc1cc2c(=O)c(-c3ccccn3)c(C)oc2cc1O
-14% | 5% | -2 | ? | -19% | -12% | -12% | -11% | -17% | CCNc1nc(OC)nc(SCC(N)=O)n1
6% | 14% | -1 | 6% | 4% | -3% | 28% | -11% | -25% | CS(=O)(=O)c1ccc(Cl)c(NC(=O)CCCSc2ccccc2)c1
-6% | 2% | -1 | -17% | -9% | 1% | ? | ? | -10% | Cc1ccc(N=N/C(=C\O)C(=O)c2ccncc2)cc1
-7% | 24% | 0 | 1% | 9% | 10% | 18% | -11% | 2% | Cc1ccc(C(=O)N2CCN(c3ccccc3)CC2)cc1S(=O)(=O)N1CCOCC1
-18% | 5% | -6 | ? | 9% | -4% | -1% | -2% | -1% | O=C(O)[C@@H]1CCCN1C(=O)c1ccccc1N1C(=O)[C@@H]2Cc3c([nH]c4ccccc34)C(c3cccc(Cl)c3)N2C1=O (some centres undefined)
3% | 2% | 1 | ? | -19% | 1% | 26% | -18% | -15% | COc1ccc(CN2CCN(Cc3ccc4cc(F)ccc4n3)CC2CCO)c(C)c1C (centres undefined)
-4% | -13% | -4 | 21% | 16% | 5% | -3% | -3% | -19% | COc1ccc(C2=NN(c3ccccc3)C(c3ccc(OC)c(OC)c3)C2)cc1 (centres undefined)
-18% | 21% | -5 | 4%[57.4 µM] | 8% | -5% | 57% | -13% | -13% | CCCCCCc1c(O)nc(SCC(=O)O)[nH]c1=O
-10%[60.1 µM] | nt | 1&-5 | ? | 13% | -9% | 3% | -14% | -4% | O=C(C1CCCCC1)N(Cc1cccnc1)c1nc2ccc(Cl)cc2s1
-12% | 34% | -3 | 9% | 5% | 19% | -6% | -14% | 1% | Cc1ccc(S(=O)(=O)NCc2ccccn2)cc1C
-28% | 3% | -10 | 6% | 16% | 7% | nt | nt | -24% | CC(C)Cn1c(SCC(=O)N2CCc3ccccc3C2)nc(O)cc1=O
15% | nt | -9 | 5% | 10% | -13% | 0% | -4% | -11% | CCc1nn(CC(=O)NCCCOC)c(=O)c2cc3ccccc3n12
-27% | -25% | -1 | -1% | 13% | 13% | nt | nt | -19% | CC(C)(O)c1cc2ccc(C#CCCN3C(=O)c4ccccc4C3=O)cc2c(=O)o1
-5% | nt | -1 | 31%[activator] | 4% | -4% | nt | nt | -15% | CSCCC(NC(=O)c1cc(S(=O)(=O)N2CCOCC2)ccc1C)c1nc2ccccc2[nH]1 (centres undefined)
79µM* | ? | -7 | -9% | -7% | -7% | ? | -17% | ? | CCc1ccc(OCC(=O)N/N=C\c2ccco2)c([N+](=O)[O-])c1
9% | 4% | -7 | 141%[activator] | -6% | -1% | 24% | -2% | -5% | O=C(Nn1cnnc1)c1ccccc1CCc1ccccc1
0% | nt | -3 | -15% | 0% | 3% | 6% | -18% | -29% | CCN1C(C(=O)c2ccccc2)=C(OC(=O)c2ccccc2OC)c2ccccc2S1(=O)=O
-6% | -2% | -4 | 3% | 8% | -4% | -7% | -2% | -6% | CC(=O)Nc1ccc(NC(=O)C2CCN(c3ccc(C(F)(F)F)cn3)CC2)cc1
-3% | 1% | -4 | -7% | -10% | 3% | 5% | -15% | -21% | Cc1ccc2c(c1)N(C(=O)CCC(=O)N1CCN(c3ccccc3)CC1)CCO2
-1% | 5% | -3 | 344%[activator] | -3% | -6% | nt | nt | -14% | CCN(CC(=O)Nc1c(F)cccc1F)C(=O)CN1C(=O)C2CCCCC2C1=O (centres undefined)
-13% | 19% | 0 | ? | -5% | 3% | -14% | 946%[activator] | -14% | c1ccc(CN2c3ccccc3-c3nc4ccccc4n3C2c2ccccn2)cc1 (centres undefined)
1% | -2% | -5 | ? | -2% | -4% | 14% | -17% | -6% | C=CCn1c(-c2ccco2)n[nH]c1=S
5% | 3% | -3 | -1% | -23% | 9% | 36% | -9% | -12% | COC(=O)c1cc(Br)c(=O)n(CCc2ccc(O)cc2)c1
-1%[60.1 µM] | -4% | 0 | 0% | 6% | 25% | 16% | 12% | -15% | COc1ccc(N2CCN(CCNC(=O)c3ccc4nc5ccccc5c(=O)n4c3)CC2)cc1
-1% | 0% | -1 | 0% | -11% | 8% | 5% | -9% | -9% | OC1(c2ccc(Cl)cc2)CCN(Cc2cn[nH]c2-c2ccccc2)CC1
-4% | nt | 3 | -4% | -10% | 0% | ? | 48%[activator] | 1% | COc1cc(NC(=O)c2c(C)oc3c2C2=NCCN2C=N3)cc(OC)c1OC
79µM* | ? | -9 | 7.9µM* | 3% | -5% | 45µM* | -23% | ? | CCOC(=O)Cc1cc(=O)n(-c2nc3ccccc3s2)[nH]1
-15% | -3% | 0 | 385%[activator] | -11% | 4% | 0% | -7% | 5% | O=c1cc(N2CCN(c3ccc(F)cc3)CC2)[nH]c(=O)n1C1CCCCC1
-6% | 6% | -25 | ? | -11% | 3% | -1% | -6% | 5% | CCOC(=O)N1CCN(C(=O)CNCc2cccs2)CC1
-5% | -9% | -5 | 0% | -2%[56.9 µM] | 4% | 1% | -17% | 5% | Cn1c(=O)c2nc(-c3ccccc3)oc2c2ccccc21
-15% | 5% | -1 | -30% | -5% | 3% | nt | nt | -14% | O=C(COC(=O)c1cc(Br)ccc1O)NNC(=O)c1ccc(Cl)cc1
-6% | 0% | 3 | 2% | 4% | 20% | -18% | -18% | -4% | NNc1ccc2nnc(C(F)(F)C(F)(F)C(F)(F)F)n2n1
-15% | -2% | -5 | 0%[57.4 µM] | -5% | -3% | ? | -7% | -7% | O=C(CNC(=O)c1cccs1)OCC(=O)c1cccs1
-5% | nt | 1 | -2% | -23% | 1% | nt | nt | -11% | COc1ccc(-c2csc(NC(CO)c3nc4ccccc4n3CCCO)n2)cc1 (centres undefined)
0% | -7% | -4 | -8% | 3% | -5% | ? | -8% | -6% | OC(CN1CCCCC1)Cn1c2ccccc2c2ccccc21 (centres undefined)
-6% | -2% | -4 | ? | -6% | -9% | 37% | -8% | 5% | CCc1nc(OCCN(CC)CC)c2oc3ccccc3c2n1

4 neighbouring compounds out of the list so far:
POLK inh | APEX1 inh | LDHA inh | 12-LOX inh | RGS4 inhibitor | ERG Ets-DNA blk | POLB inh | Apoferritin bind | POLH inh | SMILES
-15% | -2% | -5 | 0%[57.4 µM] | -5% | -3% | ? | -7% | -7% | O=C(CNC(=O)c1cccs1)OCC(=O)c1cccs1
-5% | nt | 1 | -2% | -23% | 1% | nt | nt | -11% | COc1ccc(-c2csc(NC(CO)c3nc4ccccc4n3CCCO)n2)cc1 (centres undefined)
0% | -7% | -4 | -8% | 3% | -5% | ? | -8% | -6% | OC(CN1CCCCC1)Cn1c2ccccc2c2ccccc21 (centres undefined)
-6% | -2% | -4 | ? | -6% | -9% | 37% | -8% | 5% | CCc1nc(OCCN(CC)CC)c2oc3ccccc3c2n1
